Efflux pump inh: inhibitors of Candida antifungal efflux pumps expressed in yeast; S. cerevisiae Candida pump triplex, Nile Red efflux; inhibition, % at 10 µM; actives 0.44% (n = 330,000);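 active = plate passing quality check with inhibition over a set limit, or well fluorescence over plate mean plus 4 SD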;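 note: Nile Red retained in pooled yeast measured as flow cytometry median fluorescence; 0% = buffer negative control and 100% = Enniatin B positive control; higher means more Nile Red kept so more efflux inhibition; some compounds called inactive have numbers as strong as hits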
MEX-5 binding: C. elegans MEX-5 TCR-2 RNA binding activity. Q9XUB2. MEX-5/FITC-TCR2 RNA binding, fluorescence polarization; hits give low values. activity score (negative = inhibition of binding), % at 10 µM. actives 0.38% (n = 300,000). AID 1832;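 active = inhibition past about -25% in most replicates, and total fluorescence under double the plate's negative control median, limit read from the data; inconclusive = replicates evenly split on the limit, or fluorescence at least double controls; inactive = too little inhibition in most replicates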;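 note: 0% = DMSO and -100% = 5 µM competing unlabeled TCR2 RNA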
MCL1 BIM primary: disrupts human MCL1 binding to BIM-BH3 peptide. GST-MCL1 / FITC-Bim-BH3 fluorescence polarization. inhibition, % at 10.9 µM. actives 0.68% (n = 320,000). AID 2057;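 active = inhibition above the mean inhibition of all tested compounds plus 3 SD, set per campaign, cut at about 40% in these data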;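 note: 0% = DMSO wells and 100% = unlabeled Bim-BH3 peptide control; higher means more loss of mP so more displacement of Bim peptide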
Target sequence (Q07820 whole entry, looked up): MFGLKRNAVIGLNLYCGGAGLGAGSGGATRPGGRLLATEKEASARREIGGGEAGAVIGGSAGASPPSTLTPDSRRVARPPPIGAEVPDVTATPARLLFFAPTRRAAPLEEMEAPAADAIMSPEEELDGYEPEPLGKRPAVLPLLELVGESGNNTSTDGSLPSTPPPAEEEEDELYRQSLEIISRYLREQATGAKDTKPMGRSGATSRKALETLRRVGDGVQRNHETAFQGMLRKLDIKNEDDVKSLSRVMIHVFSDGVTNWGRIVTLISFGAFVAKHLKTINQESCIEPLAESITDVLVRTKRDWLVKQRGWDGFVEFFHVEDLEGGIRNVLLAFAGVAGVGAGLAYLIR
Fam108B inh: blocks mouse Fam108B hydrolase in RBBP9 counter-screen; recombinant Fam108B, FP-Rh probe fluorescence polarization; inhibition, % at 9.51 µM; actives 0.33% (n = 300,000); AID 1947;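 active = inhibition above the screen mean inhibition plus 3 SD, computed separately per campaign, cut at about 18% in these data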;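 note: inhibitors lower polarization as less probe binds the enzyme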
GLD-1 TGE inh: GLD-1-TGE RNA interaction inhibition (C. elegans); Q17339; purified GLD-1 + fluorescein TGE RNA, fluorescence polarization; inhibition, % at 5.96 µM; actives 0.44% (n = 320,000);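 active = percent inhibition above a per-plate cutoff, the plate mean of test compounds plus 3 SD, cut at about 30% in these data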;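 note: 0% = DMSO wells with GLD-1 and probe and 100% = wells lacking GLD-1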
Target sequence (Q17339 whole entry, looked up): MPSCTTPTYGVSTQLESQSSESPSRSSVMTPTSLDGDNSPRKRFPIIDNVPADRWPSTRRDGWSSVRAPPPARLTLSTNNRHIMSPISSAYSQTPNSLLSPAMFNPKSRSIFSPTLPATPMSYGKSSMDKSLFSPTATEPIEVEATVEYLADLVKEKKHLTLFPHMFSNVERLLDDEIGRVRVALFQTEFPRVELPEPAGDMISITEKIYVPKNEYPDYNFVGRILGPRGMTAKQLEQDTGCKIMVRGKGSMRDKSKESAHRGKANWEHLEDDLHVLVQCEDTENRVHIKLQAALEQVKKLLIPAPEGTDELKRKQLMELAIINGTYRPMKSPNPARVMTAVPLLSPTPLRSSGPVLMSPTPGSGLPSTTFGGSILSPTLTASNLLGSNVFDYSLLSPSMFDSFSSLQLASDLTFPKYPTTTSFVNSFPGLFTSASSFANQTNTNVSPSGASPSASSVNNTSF
GRK2 inh: blocks RNA aptamer binding to human GRK2 | actives 0.59% (n = 330,000) | P25098 | AID 488847 | inhibition of aptamer binding, % at 10 µM | bead flow cytometry, FAM-aptamer displacement from GRK2;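 active = inhibition of aptamer binding above 40%, roughly 3 SD of noise, on plates passing a quality check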;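 note: median bead fluorescence of bound FAM aptamer so fluorescent compounds give negative values; no value below 0 was filed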
VLA-4 inh: inhibition in a human VLA-4 binding assay; P13612; VLA-4 expressing cells, ligand binding flow cytometry; inhibition, % (about 7 µM as worked out from the volumes in the protocol); actives 0.2% (n = 330,000); in the data active = inhibition above about 50%
PME-1 inh: blocks human protein phosphatase methylesterase 1; inhibition, % at 5.9 µM; recombinant PME-1, FP-Rh probe fluorescence polarization; AID 2130; Q9Y570; actives 0.53% (n = 320,000);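 active = inhibition above the campaign mean of all compounds plus 3 SD, cut at about 26% in these data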;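 note: competitive labeling of PME-1 active site by serine hydrolase directed probe; 0% = PME-1 with DMSO and 100% = wells lacking PME-1 enzyme; inhibitors block probe labeling so polarization falls and inhibition rises; many of its hits are not listed in these tables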
Bcl-xL primary: inhibitors of human Bcl-xL. AID 2129. inhibition, % at 10.9 µM. Q07817. GST-Bcl-xL / FITC-Bim BH3 peptide fluorescence polarization. actives 0.7% (n = 320,000);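 active = inhibition above the mean of all tested compounds plus 3 SD, cutoff set per campaign, cut at about 30% in these data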;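 note: 0% = DMSO wells and 100% = unlabeled Bim-BH3 peptide competitor; inhibitors lower millipolarization by displacing the labeled peptide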
Target sequence (Q07817 whole entry, looked up): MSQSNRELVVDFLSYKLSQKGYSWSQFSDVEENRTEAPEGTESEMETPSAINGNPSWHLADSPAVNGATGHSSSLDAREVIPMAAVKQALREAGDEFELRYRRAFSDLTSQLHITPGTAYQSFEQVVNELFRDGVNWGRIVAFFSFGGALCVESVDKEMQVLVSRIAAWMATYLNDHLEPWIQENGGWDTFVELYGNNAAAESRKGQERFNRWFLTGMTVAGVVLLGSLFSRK
Starred values were filed as active, the others as inactive; i = inactive; ? = inconclusive; . = not tested or not shown. An excerpt (hit frequency here may not be typical).

SMILES,Efflux pump inh,MEX-5 binding,MCL1 BIM primary,Fam108B inh,GLD-1 TGE inh,GRK2 inh,VLA-4 inh,PME-1 inh,Bcl-xL primary
O=C(CSc1nnnn1C1CCCC1)N1CCN(C(=O)c2ccco2)CC1,0.0,0.8,-1.3,8.8,-6.0,1.0,26.0,5.5,3.6
Cc1[nH]c2ccccc2c1C(C[N+](=O)[O-])c1cccc(O)c1 (stereo not drawn),-0.6,1.4,8.2,-0.3,3.6,1.0,10.3,5.2,10.8
COc1ccc(C(O)P(=O)(OCc2ccccc2)c2ccc(N(C)C)cc2)cc1 (stereo not drawn),0.0,1.2,1.0,-2.7,-0.5,0.0,1.5,-1.8,6.2
Cc1ccccc1CN1[C@@H](Cc2ccccc2)COCCS1(=O)=O,.,0.9,1.1,-0.7,6.1,.,.,-4.1,-2.1
O=C(CCn1c(=S)[nH]c2ccccc2c1=O)N1CCCCC1,0.2,-1.6,6.6,-1.9,0.8,0.0,5.5,1.7,-2.5
CN1CCN(C(=O)C23CC4CC(C)(CC(C)(C4)C2)C3)CC1,0.0,1.2,2.5,5.3,5.3,0.0,14.3,-0.2,3.0
COc1cc(/C=N\NC(=O)c2ccc(C)nc2)ccc1OC(=O)c1ccc2c(c1)OCO2,0.7,-0.7,8.1,-133.1,4.0,0.0,3.7,-150.1,1.2
CC(=O)Nc1c(O)nc(C)[nH]c1=O,0.0,1.2,-2.0,-0.5,3.0,1.0,-4.2,-2.6,1.9
O=C(/C=C/c1cccc(Cl)c1)c1ccc([N+](=O)[O-])o1,0.0,-0.7,6.0,1.0,1.9,2.0,16.2,8.0,5.8
CC(C)OCCCNC(=O)Cc1ccc(F)cc1,0.0,0.0,-2.6,-3.7,3.3,2.0,7.2,4.7,-1.8
O=C(CC(c1ccccc1)c1ccccc1)Nc1ccncc1,-0.2,3.1,-0.5,-6.2,1.6,4.0,6.1,-2.9,1.2
O=S(=O)(c1ccc(Cl)cc1)N1CCNCC1,0.0,2.5,12.3,1.4,9.8,0.0,30.5,1.8,3.4
COc1ccc(-n2c(SCC#N)nnc2-c2ccc(NS(=O)(=O)c3ccc(C)cc3)cc2)cc1,0.3,2.1,-2.2,-0.8,2.4,2.0,-8.6,10.5,3.5
COCCSc1nnc(NC(=O)c2ccco2)s1,0.1,-3.3,1.1,-4.6,2.8,0.0,1.6,-1.5,2.7
C=CCn1c(=O)/c(=C/c2cc(OC)c(OC)c(OC)c2)s/c1=C(/C#N)c1nc2ccccc2n1C,-0.1,?,123.4*,4.1,1.0,5.0,-5.0,10.2,112.3*
C/C(=N\NC(=O)c1cc(-c2cccc([N+](=O)[O-])c2)n[nH]1)c1ccccc1O,0.1,1.4,18.4,-14.5,12.8,2.0,19.3,-21.8,-6.9
COc1ccc2nc(C)c3c(c2c1)OC(C)C3 (stereo not drawn),0.1,-0.2,2.1,-2.3,5.9,1.0,8.6,-4.9,0.1
CCSc1nnc(CNC(=O)c2ccccc2F)n1-c1ccccc1OC,0.3,-0.2,2.5,-3.5,-0.8,2.0,-1.8,-9.1,-3.5
O=C(Nc1ccc(S(=O)(=O)C(F)F)cc1)c1ccc2c(=O)n3c(nc2c1)CCC3,-0.1,1.2,-13.9,-6.9,1.2,0.0,-1.6,-3.9,-6.6
Cc1ccc(-c2cc(-c3ccccc3C)[nH]n2)c(O)c1,0.0,1.6,6.3,-7.7,6.2,0.0,17.6,-14.5,5.6
COc1cccc(-c2nnc(NC(=O)c3ccc(Cl)s3)o2)c1,0.0,-1.9,6.3,-2.9,0.7,52.0*,-0.8,-4.8,3.4
COc1ccc(C(=O)O)cc1S(=O)(=O)Nc1ccccc1C(=O)NCc1ccc2c(c1)OCO2,-0.2,.,7.6,.,4.4,1.0,2.7,2.1,5.6
Cc1cccc(C)c1OCC(O)CN1CCc2ccccc2C1 (stereo not drawn),0.0,0.2,2.1,0.5,-0.6,0.0,4.8,1.5,-0.1
O=C(O)c1cccc(-n2c(/C=C/c3ccccc3)nc3ccccc3c2=O)c1,0.1,2.1,-1.8,5.6,2.1,0.0,i,-10.7,1.7
COc1ccc(N(CC(=O)Nc2ccc3c(c2)OCO3)S(=O)(=O)c2ccccc2)cc1,-0.2,2.5,-2.9,-3.0,-0.2,0.0,-2.3,-2.8,2.8
O=C(Nc1cc(Cl)ccc1Cl)C1Cc2ccccc2O/C1=N\O (stereo not drawn),-0.1,-0.2,.,.,.,0.0,22.6,.,.
Cc1cccc(C(=O)NC2CC3CCCC(C2)N3C(=O)Nc2ccccc2)c1 (stereo not drawn),0.0,-0.5,-3.9,1.4,0.7,2.0,2.2,0.1,-2.2
COc1ccc(-c2csc(-c3ccc(O)cc3)n2)cc1,0.0,-1.4,3.2,3.7,-2.3,2.0,-4.6,9.2,2.8
Cc1cc(C(=O)OCC(=O)NCc2ccccc2)c2ccccc2n1,-0.2,.,.,.,3.7,0.0,-11.2,.,.
Cc1ccccc1Nc1cc(=O)oc2ccccc12,-0.1,-2.0,-2.8,-2.6,-9.8,4.0,5.6,7.0,-1.4
Cc1cccc(N2CCN(CC(O)COCc3cccs3)CC2)c1C (stereo not drawn),0.3,-3.1,-5.0,-3.1,1.9,0.0,39.1,1.0,-0.4
O=C(CCCCCNC(=O)N1CCn2c1nc1ccccc12)NCc1ccc(Cl)cc1,0.0,0.0,-0.6,-1.3,3.9,0.0,5.1,4.5,6.8
NC(=O)c1c(NC(=O)c2ccc(F)cc2Cl)sc2c1CCC2,0.0,1.5,3.1,-0.7,6.8,0.0,11.8,2.7,5.4
COc1ccc(CN2C(=O)c3cccnc3C2=O)cc1S(=O)(=O)N1CCCC(C)C1 (stereo not drawn),-0.2,-2.0,-2.4,6.7,-8.5,0.0,4.3,-0.5,6.5
CCN(CC)CCCN=C(C)C1=C(O)c2ccccc2C1=O,0.0,1.1,4.7,0.5,-2.0,1.0,25.8,-6.9,7.2
O=C(c1ccccc1)N1CCN(c2n[nH]c(=O)[nH]c2=O)CC1,0.0,-0.9,-9.5,-2.0,3.2,0.0,0.5,-2.9,-5.0
Cc1ccc(N2C(=O)c3cccc4c(C(=O)O)ccc(c34)C2=O)cc1,0.4,2.8,2.5,-4.1,0.5,3.0,4.1,1.7,1.6
CCC(C)c1ccc(NC(=O)c2c([N+](=O)[O-])cnn2CC)cc1 (stereo not drawn),0.0,-0.8,.,.,.,0.0,-5.0,.,.
c1ccc(-c2ccccc2OCCCN2CCCCCC2)cc1,0.0,0.6,10.8,-0.6,1.3,0.0,2.0,4.1,-1.1
COC(=O)Cn1c(C)nc(=O)c(-c2ccccc2)c1C,0.1,2.4,0.5,-5.4,2.3,1.0,-17.2,-4.6,0.3
Cc1cc(C)c(C(=O)Nc2ccc(S(=O)(=O)Nc3onc(C)c3C)cc2)c(C)c1,-0.4,.,-4.7,-0.1,2.2,37.0,6.6,-0.9,3.8
CCc1cc(=O)oc2cc(OCC(=O)NCc3ccccn3)ccc12,-0.1,1.3,3.2,-0.3,4.9,1.0,3.3,1.3,4.4
Cc1cc(SCC(=O)Nc2ncc(Cl)cc2Cl)nc2ccccc12,-0.1,-1.4,2.0,-0.5,-2.6,2.0,3.0,7.6,2.9
COCCn1c(N)c(C(=S)NC(=O)c2cccs2)c(=O)[nH]c1=O,0.1,-1.4,7.5,-2.2,3.2,4.0,3.0,-1.8,11.3
CN(C)c1ccc(NC(=O)N2CCOCC2)cc1,-0.2,-0.5,4.7,0.6,-2.2,9.0,-4.8,0.9,6.2
COc1ccc(N2CCN(C(=O)c3ccc(Cn4c(=S)[nH]c5ccc(N6CCOCC6)cc5c4=O)cc3)CC2)cc1,0.0,.,-2.6,13.2,7.7,5.0,-2.5,3.3,3.0
C=CC(=O)Oc1ccc(N2Cc3ccccc3C2=O)cc1,0.1,-0.1,7.7,-5.8,0.3,.,21.2,2.7,-0.2
Cn1c(SCC2CCCO2)nnc1-c1ccc([N+](=O)[O-])cc1 (stereo not drawn),0.1,1.0,-6.9,-4.9,5.4,6.0,-15.6,-3.9,-8.4
Cc1cccc(NC(=O)N2CCCc3ccccc32)c1C,0.1,3.6,.,.,.,0.0,1.4,.,.
CCCOC(=O)Nc1ccc(S(=O)(=O)Nn2cnnc2)cc1,0.0,-0.8,1.6,-6.3,3.1,0.0,2.4,4.4,0.6

Other entries
SMILES,Efflux pump inh,MEX-5 binding,MCL1 BIM primary,Fam108B inh,GLD-1 TGE inh,GRK2 inh,VLA-4 inh,PME-1 inh,Bcl-xL primary
COc1ccc(NC(=O)c2cc(S(=O)(=O)Nc3ccc(OC)cc3)cs2)cc1,0.2,-0.8,5.2,-0.1,0.2,6.0,8.4,-8.5,2.9
C=CCn1c(SCC(=O)NCCC2=CCCCC2)nc2ccc(Cl)cc2c1=O,0.0,2.5,-6.1,2.7,-3.6,0.0,8.6,-1.5,-1.2
CC(=O)c1ccc(OCCCC(=O)Nc2cccc(S(=O)(=O)N3CCCCC3)c2)cc1,0.0,.,-19.4,.,2.4,0.0,-0.6,6.9,-16.2
Cc1ccc(-c2ccc(=O)n(CCC(=O)N3CCN(c4cccc(C)c4)C(C)C3)n2)cc1 (stereo not drawn),-0.1,1.4,10.5,4.5,3.0,3.0,-5.3,-3.3,3.8
CCOc1ccc(C2C(C(=O)OC)=C(C)N=C3SCCC(=O)N32)cc1OCC (stereo not drawn),-0.1,-1.7,8.8,1.4,-8.0,3.0,1.5,-2.5,8.7
CC1Cc2cc(/C(O)=C3/C(=O)C(=O)N(CCN4CCOCC4)C3c3ccc(C(C)C)cc3)ccc2O1 (stereo not drawn),0.1,-0.1,-6.8,-0.1,-2.4,2.0,2.6,-1.2,0.6
COC(=O)C1=C(CSc2nncn2C)NC(=O)NC1c1ccc(F)cc1 (stereo not drawn),0.1,-0.9,-3.1,0.7,10.0,0.0,-8.5,-3.4,1.2
COc1ccccc1C(=O)COC(=O)CNS(=O)(=O)c1ccc(C)c(C)c1,-0.1,0.7,-6.4,-0.5,2.0,0.0,6.3,-2.5,-3.1
COc1ccc(-c2c(C)n([O-])c3c([n+]2=O)CCCC3)c(OC)c1,-0.2,-1.0,1.2,-2.3,6.1,0.0,13.9,-1.5,4.6
O=C(NCCCCO)C(F)(F)C(F)(F)C(F)(F)C(=O)NCCCCO,-0.1,-0.1,3.0,0.1,9.1,0.0,10.2,-4.7,-2.3
CCN(C1CCS(=O)(=O)C1)S(=O)(=O)c1cccc([N+](=O)[O-])c1 (stereo not drawn),-0.1,2.3,4.4,2.8,4.0,4.0,13.1,-2.8,6.0
Cc1ccc([N+](=O)[O-])c(OCCN2CCC(Cc3ccccc3)CC2)c1,0.1,0.1,-8.8,-3.1,-4.6,0.0,3.6,0.0,0.1
COc1ccc(S(=O)(=O)N(CCC(=O)O)Cc2ccccc2)cc1,0.0,1.9,4.3,4.4,-0.3,1.0,0.4,1.7,13.3
COc1ccc(-c2cc(C)no2)cc1S(=O)(=O)Nc1ccc(NC(C)=O)cc1,-0.4,0.4,2.0,-0.7,3.8,0.0,1.5,-2.8,-1.4
